PfHsp90 set2: growth inhibition of PfHsp90-expressing yeast, primary screen, antimalarial PfHsp90 inhibitor project, S. cerevisiae, BacTiter-Glo luminescence, single point, set 2 | BacTiter-Glo ATP, 48 h; yeast lacking PDR1 and PDR3 efflux regulators | inhibition, % at 9.4 µM | 310,000 tested, 0.32% active;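 active = every replicate shows inhibition above about 80%, whatever the replicate mean, limit read from the data; inconclusive = mean inhibition reaches the set limit but some replicate falls short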;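 note: 0% = DMSO neutral controls and 100% = 20 µM radicicol positive controls; yeast relying on Plasmodium falciparum Hsp90 in place of its own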
AddAB inh: growth inhibition of E. coli expressing H. pylori AddAB, primary screen, AddAB inhibitor project, absorbance; 330,000 tested, 0.29% active; inhibition, % at 11.9 µM; in the data active = inhibition above about 12%;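 note: 0% = vehicle wells of infected cells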
PvdQ acylase: P. aeruginosa PvdQ acylase inhibitors, primary screen, biochemical, fluorescence, plate reader and imaging, single point. PvdQ acylase [Pseudomonas aeruginosa LESB58]. purified PvdQ acylase. inhibition, % at 10 µM. 340,000 tested, 0.063% active; in the data active = inhibition above about 30%, passing the limit was not always enough; inconclusive = no clear call, values can overlap the other calls;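 note: 0% = vehicle neutral wells and 100% = reference inhibitor wells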
DAGLB inh: DAGLB lipase inhibitors, primary screen, biochemical, fluorescence, HTS. AID 504411, 2011. Diacylglycerol lipase-beta (Homo sapiens), Q8NCG7. inhibition, % at 5.17 µM. HEK293T DAGLB membrane lysate, EnzChek fluorogenic substrate. 340,000 tested, 0.059% active; in the data active = inhibition above about 34%;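 note: 0% = enzyme with vehicle and 100% = wells lacking enzyme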
Target sequence (Q8NCG7 whole entry, looked up): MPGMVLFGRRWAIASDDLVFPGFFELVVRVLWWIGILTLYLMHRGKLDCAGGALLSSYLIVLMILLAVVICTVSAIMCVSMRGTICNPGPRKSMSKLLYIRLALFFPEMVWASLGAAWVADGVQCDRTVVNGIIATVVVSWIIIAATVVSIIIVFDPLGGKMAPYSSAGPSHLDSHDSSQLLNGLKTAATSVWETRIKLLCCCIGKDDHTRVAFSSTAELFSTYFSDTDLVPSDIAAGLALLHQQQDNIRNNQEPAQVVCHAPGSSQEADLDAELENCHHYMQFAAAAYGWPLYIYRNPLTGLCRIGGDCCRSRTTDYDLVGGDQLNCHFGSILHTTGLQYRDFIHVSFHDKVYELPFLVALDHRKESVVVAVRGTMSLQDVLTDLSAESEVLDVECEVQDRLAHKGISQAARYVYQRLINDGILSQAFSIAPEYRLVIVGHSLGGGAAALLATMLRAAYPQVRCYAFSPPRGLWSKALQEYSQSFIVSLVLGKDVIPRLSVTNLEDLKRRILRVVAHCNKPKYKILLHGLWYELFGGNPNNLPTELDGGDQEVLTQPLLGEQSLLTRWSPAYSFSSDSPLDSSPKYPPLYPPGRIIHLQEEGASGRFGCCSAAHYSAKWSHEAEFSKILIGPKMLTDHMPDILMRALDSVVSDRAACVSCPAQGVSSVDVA
E coli growth: E. coli V3065 growth inhibition, primary screen, counter-screen for AddAB inhibitor project, absorbance, OD600 | 18 h | inhibition, % at 11.9 µM | 330,000 tested, 0.27% active | AID 449728, 2010;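 active = inhibition above the campaign's mean inhibition across all tested compounds plus 3 SD, cut at about 9.9% in these data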;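 note: uninfected addAB+ strain grown without phage in ampicillin broth; 0% = DMSO wells and 100% = ciprofloxacin 0.95 µg/ml wells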
CAL PDZ FP: CAL PDZ peptide-binding inhibitors, primary screen, biochemical, fluorescence polarization, Cer-tagged CAL PDZ, HTS; Golgi-associated PDZ and coiled-coil motif-containing protein (Homo sapiens), Q9HD26; purified CAL PDZ, TMR-peptide fluorescence polarization, 1 h; inhibition, % at 20 µM; 330,000 tested, 0.02% active; AID 504414, 2011;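 active = highest replicate inhibition of at least 40%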;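 note: plate controls were DMSO neutral control wells for no effect and unlabeled competitor peptide control wells for full effect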
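Material: tagged CAL PDZ domain; buffer or medium: 25 mM sodium phosphate pH 7.4, 150 mM NaCl, TCEP, IgG, Thesit; compound dosing: single point, 20 µM; schedule: 1 h incubation at room temperature before polarization reading; measured by: FP readout, S and P plane fluorescence; read-out basis: percent inhibition from loss of millipolarization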
Wnt act: Wnt/beta-catenin pathway activators, primary screen, cell-based, plate reader, single point; Wnt/beta-catenin reporter cell assay, activator; activation, % at 9.35 µM; 300,000 tested, 1.2% active; AID 743398, 2014; in the data active = activation above about 30%, passing the limit was not always enough; inconclusive = no clear call, values can overlap the other calls;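 note: 0% = neutral control wells and 100% = positive control wells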
Rtt109 Vps75: inhibitors of C. albicans Rtt109/Vps75 HAT, primary screen, biochemical, ThioGlo CoA-SH fluorescence, plate reader | purified Rtt109/Vps75, 4 h | inhibition, % at 34.9 µM | 330,000 tested, 0.16% active;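 active = inhibition of at least 50% in every replicate; inconclusive = best replicate reaches 50% inhibition but some replicates fall short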
Target sequence (Q5AAJ8 whole entry, looked up): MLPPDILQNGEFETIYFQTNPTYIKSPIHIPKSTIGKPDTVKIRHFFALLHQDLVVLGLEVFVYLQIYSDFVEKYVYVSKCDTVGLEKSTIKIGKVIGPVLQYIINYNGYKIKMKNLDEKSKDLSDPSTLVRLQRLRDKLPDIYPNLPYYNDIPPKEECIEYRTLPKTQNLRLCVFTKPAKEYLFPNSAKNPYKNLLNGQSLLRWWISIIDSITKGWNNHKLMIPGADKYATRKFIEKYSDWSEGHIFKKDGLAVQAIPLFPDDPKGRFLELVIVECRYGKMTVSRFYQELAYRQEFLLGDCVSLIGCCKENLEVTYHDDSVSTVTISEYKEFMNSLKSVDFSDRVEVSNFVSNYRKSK
phage Ecoli inh: growth loss of phage-infected E. coli, primary screen, RecBCD inhibitor project, absorbance, with phage, HTS | inhibition, % at 11.9 µM | 360,000 tested, 0.26% active; in the data active = inhibition above about 11%
Tat transport: E. coli Tat export inhibitors, primary screen, MC4100, TorA-mCherry reporter, fluorescence, single point. inhibition, % at 10 µM. 340,000 tested, 0.036% active;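 active = mean replicate inhibition at least 50% and at least half of replicates individually reaching 50%; inconclusive = only one of the two criteria met; inactive = neither criterion met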;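 note: exported cargo escapes ClpAP degradation while cytoplasmic cargo is degraded and loses fluorescence; 0% = median of neutral control wells and 100% = median of NaSCN control wells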
Active calls of the source: *; ? = inconclusive; · = no result given; & = joins results of further samples.

SMILES | PfHsp90 set2 | AddAB inh | PvdQ acylase | DAGLB inh | E coli growth | CAL PDZ FP | Wnt act | Rtt109 Vps75 | phage Ecoli inh | Tat transport
C/C=C\C=C\C(=O)N1CC2(CC(c3cccc(NC(=O)CC(c4ccccc4)c4ccccc4)c3)=NO2)C[C@H]1C(N)=O (stereo not given in full) | 4 | 0.0 | -4 | 4 | -4.1 | -1.3 | · | 1 | · | 6
Cc1ccnc(NS(=O)(=O)c2ccc(NS(=O)(=O)Cc3ccccc3)cc2)n1 | -1 | 0.5 | -15 | 0 | -0.7 | -2.5 | · | 0 | 2.9 | -4
O=C(NC(c1ccc(Cl)cc1)c1cc(Cl)c2cccnc2c1O)c1cccnc1 (stereo not given) | 102* | 5.0 | 14 | 7 | -1.0 | -1.1 | 3 | 4 | 3.9 | -8
COc1ccccc1CNS(=O)(=O)c1cc(-c2cc(C)no2)ccc1C(C)C | 19 | -1.5 | -13 | -5 | 0.2 | -1.8 | -3 | -2 | -1.6 | 11
CCOC(=O)N1CCN(C(=O)C(NC(=O)c2ccc(C(C)(C)C)cc2)C(C)C)CC1 (stereo not given) | -32 | 1.8 | -7 | -13 | -1.6 | -1.5 | 2 | 4 | -0.4 | -1
Cn1c(-c2csc(-c3ccccc3)n2)n[nH]c1=S | -17 | 2.0 | 8 | -1 | -1.3 | -0.5 | -1 | -2 | 3.4 | -4
Cn1c(=O)c2c(nc(OCc3cccnc3)n2Cc2c(F)cccc2Cl)n(C)c1=O | -3 | -0.1 | -25 | 0 | 2.3 | -0.1 | · | 7 | 3.4 | 3
CCOc1ccc(-c2cc(C(=O)N3CCN(c4ccccn4)CC3)c3ccccc3n2)cc1 | 1 | 0.2 | -4 | 3 | -0.2 | -2.3 | 2 | -2 | 2.5 | 21
COc1ccc(CN2CC(C(=O)N3CC(C)CC(C)C3)CC2=O)cc1 (stereo not given) | -16 | 3.9 | 0 | 0 | -0.9 | 0.1 | 1 | -4 | -0.3 | -6
CN1CCN(c2ccccc2NC(=O)Cc2cn(C)c3ccccc23)CC1 | -8 | 1.2 | -12 | 2 | 0.0 | -2.3 | 0 | -2 | 1.8 | -5
O=C1/C(=C\c2ccco2)CCC/C1=C\c1ccco1 | 2 | -1.9 | 3 | -16 | -0.3 | 0.6 | · | 2 | 1.1 | 2
Cc1cccc(OCCSc2nc3ccccc3n2CC(=O)O)c1 | -6 | 0.9 | -8 | 0 | -1.8 | -1.1 | 0 | 2 | 0.6 | 13
CSC(=CC(=O)c1ccc(F)cc1)SC | -10 | -0.7 | -13 | -3 | 0.8 | -1.2 | 15 | 0 | 2.6 | -1
CC1CN(S(=O)(=O)c2ccc(Cl)c(S(=O)(=O)N3CC(C)OC(C)C3)c2)CC(C)O1 (stereo not given) | 6 | -2.1 | -3 | 0 | -1.7 | -1.4 | -1 | 5 | 2.7 | -3
CCN(CC)NC(=S)Nc1ccccc1 | -9 | -0.4 | -20 | 0 | 0.8 | -0.2 | -2 | 3 | 1.2 | 14
C=CCSc1nc(N)c2c3c(sc2n1)CN(C)CC3 | -21 | -2.4 | 0 | 1 | -1.6 | 0.0 | 6 | 1 | -0.2 | 2
CCN(CC)S(=O)(=O)c1ccc(C(=O)OCC(=O)N2CCN(C(=O)c3ccco3)CC2)cc1 | 12 | 0.8 | -15 | -1 | -0.6 | -1.4 | -7 | -10 | 1.9 | 2
COc1ccc(-n2nnnc2/C=C\Nc2ccc(C)cc2)cc1 | 9 | 6.4 | -1 | -4 | 1.0 | 0.6 | -2 | 7 | 1.8 | -2
COc1ccc(Cl)cc1N(C)C(=O)CCNC(=O)Cn1cnc2ccccc2c1=O | 8 | 0.5 | 4 | 1 | -2.5 | -1.7 | · | 10 | -0.2 | 2
CC[C@]1(C(=O)OC)[C@H]2C(=O)N(C)C(=O)[C@H]2[C@H]2CN=C(SCc3ccc(OC)cc3)N21 | -5 | 3.3 | 10 | -2 | 3.6 | -0.5 | -1 | 9 | -0.6 | -11
CCCS(=O)(=O)C/C(N)=N/OC(=O)c1ccccc1Cl | · | 0.9 | · | · | -1.8 | · | 1 | · | -1.2 | ·
CCOC(=O)c1c(CSc2ccsc2)n(C)c2cc(Br)c(O)c(CN(C)C)c12 | -21 | 1.6 | -8 | 0 | 1.9 | -1.4 | 15 | 12 | 1.0 | -3
COCCN(C(=O)COC(=O)CCCc1c[nH]c2ccccc12)c1c(N)n(Cc2ccccc2)c(=O)[nH]c1=O | · | · | 8 | -2 | · | -0.6 | 3 | 15 | -0.3 | 4
COc1cc2c(cc1OC)C(c1ccccc1)=NCC2 | 5 | 3.4 | 15 | -2 | -2.8 | -1.2 | 1 | 8 | 2.3 | 5
COc1ccccc1CC(=O)c1ccc(OCc2ccccc2)cc1 | -17 | 5.9 | 8 | -15 | -0.1 | -0.8 | 10 | 13 | 1.4 | 7
COc1c(Cl)cc(Cl)cc1C(=O)Nc1ccc(C(=O)O)cc1 | 6 | -1.3 | 7 | -3 | -0.7 | -0.9 | -6 | -7 | 0.2 | -1
Cc1ccc(C)c(C(=O)N2CCC(n3nccc3NC(=O)C3CC3)CC2)c1 | -1 | -0.3 | -7 | 3 | 0.8 | -0.7 | 1 | -12 | 2.4 | 4
COc1ccc(C(CC(=O)N2CCCC(C)C2)c2c(OC)cc(OC)c3c(-c4ccccc4)cc(=O)oc23)cc1 (stereo not given) | -29 | -0.8 | -14 | -6 | -1.5 | 0.0 | -2 | 1 | -0.6 | 3
Oc1ccc(Nc2nc(NCC3CCCO3)c3ccccc3n2)cc1 (stereo not given) | -15 | · | 3 | -1 | · | 8.0 | · | -2 | 0.8 | 9
CCOC(=O)C(=O)/C(=C\N(C)C)c1onc(-c2ccccc2Cl)c1C(=O)OC | · | 2.2 | 0 | 1 | -0.5 | -0.3 | · | -10 | -0.1 | 0

Profiles, quoted from the list. Values in the order: PfHsp90 set2	AddAB inh	PvdQ acylase	DAGLB inh	E coli growth	CAL PDZ FP	Wnt act	Rtt109 Vps75	phage Ecoli inh	Tat transport
Shown for CN1CCN(c2ccccc2NC(=O)Cc2cn(C)c3ccccc23)CC1 → -8	1.2	-12	2	0.0	-2.3	0	-2	1.8	-5
Shown for CCOc1ccc(-c2cc(C(=O)N3CCN(c4ccccn4)CC3)c3ccccc3n2)cc1 → 1	0.2	-4	3	-0.2	-2.3	2	-2	2.5	21

Following part.
SMILES | PfHsp90 set2 | AddAB inh | PvdQ acylase | DAGLB inh | E coli growth | CAL PDZ FP | Wnt act | Rtt109 Vps75 | phage Ecoli inh | Tat transport
Cc1nc(N)sc1N=Nc1ccccc1C(F)(F)F | -37 | 0.0 | -2 | 28 | -2.0 | 2.3 | 28 | 0 | 1.0 | -7
COc1ccc(CCNC(=O)c2cc(C)oc2C)cc1OC | -4 | 5.3 | -10 | -2 | -0.1 | -1.3 | 0 | -2 | 1.5 | -6
CCOc1nc(SCCOc2ccc(C)cc2)nc(N(C)C)n1 | -14 | -0.6 | -4 | -1 | 0.1 | 1.0 | · | -2 | -2.2 | 5
CCOc1ccc(OCC)c(NC(=O)CSc2nc3c(c(=O)n(C)c(=O)n3C)n2C(C)C)c1 | 21 | -0.8 | -4 | -3 | -2.9 | -3.1 | -2 | 6 | 1.8 | 5
O=S(=O)(/N=C(/Nc1ccc(Cl)c(S(=O)(=O)Nc2ccccc2Cl)c1)c1ccc(F)cc1)c1ccccc1 | -3&-10 | -0.6 | -5&-5 | 5&6 | -0.2 | -2.0&-2.8 | -1&-5 | -3&13 | 4.1&2.4 | -3&-10
CN1CCN(c2nnc(-c3cccs3)c3ccccc23)CC1 | 7 | 0.2 | -15 | 1 | 0.0 | -2.6 | -2 | -3 | 2.8 | 0
CC(=O)C1=C(c2ccccc2)NC(=S)NC1c1ccc(O)c(O)c1 (stereo not given) | 7 | 1.0 | 11 | 3 | 1.2 | -3.7 | -2 | -3 | 0.4 | 2
O=C(COC(=O)/C=C/c1cccc(F)c1)NC(=O)NCc1ccccc1 | 28 | 0.2 | -7 | 1 | -1.1 | 0.8 | -2 | 2 | 1.9 | 4
O=C(Nc1ccc2c(c1)N(S(=O)(=O)c1cccs1)CCC2)c1c(F)cccc1F | · | 2.4 | -14 | -1 | 2.4 | -1.9 | 2 | 15 | 3.0 | 1
Cc1cccc(C)c1NC(=O)NC1(C(=O)NCCN2CCOCC2)CCCCC1 | -7 | -0.3 | -3 | -2 | 2.3 | -1.1 | 1 | 2 | 0.8 | -1
COc1cccc(N2CCN(C(=S)Nc3ccccc3OC)CC2)c1 | 20 | 2.8 | -10 | -1 | 1.1 | -1.3 | 1 | 11 | 2.8 | -8
O=S(=O)(c1ccc(OCC(O)CNCc2ccco2)c(Cl)c1)N1CCOCC1 (stereo not given) | 6 | 1.2 | -9 | -3 | 1.9 | · | · | -4 | 1.1 | -3
O=[N+]([O-])c1cc(C(F)(F)F)ccc1N1CCCC(O)C1 (stereo not given) | -3 | 0.2 | 5 | 6 | -0.6 | -0.8 | -1 | -1 | 5.2 | -1
Cc1ccc(C)c(N(C(=O)c2nsc(Cl)c2Cl)C(C(=O)NC2CCCC2)c2ccc(O)cc2)c1 (stereo not given) | -14 | 4.8 | -2 | 0 | 0.0 | 0.4 | · | ? | 5.8 | 3
CCc1nc(SCC(=O)Nc2ccc(N(C)C)cc2)c2ccccc2n1 | -4 | 1.4 | 8 | -4 | 2.6 | 1.6 | 1 | 9 | 3.7 | 4
CC(Sc1n[nH]c(=O)[nH]c1=O)C(=O)OCc1ccccc1 (stereo not given) | 6 | -0.2 | -18 | -1 | 1.2 | · | · | 3 | 1.6 | -16
CSCC(=O)Nc1ccc(F)c(Cl)c1 | -8 | 1.9 | 22 | 1 | -1.6 | -1.2 | 0 | -5 | -1.0 | -20
CCO[C@H]1OC(C(=O)N2CCCCCCC2)=C[C@@H](C2CCCCC2)[C@@H]1CCCO | -7 | -2.4 | -7 | -3 | -2.5 | 0.6 | -1 | -3 | 3.4 | 19
CCC(C)(C)NC(=O)C1CCN(S(=O)(=O)c2cccs2)CC1 | 18 | · | -11 | · | · | -0.8 | -1 | -1 | 4.7 | 0
CCN(C[C@H]1N[C@@](C)(C(=O)OC)[C@H]2C(=O)N(Cc3ccccc3)C(=O)[C@@H]12)C(=O)NC(C)C | 16 | 0.8 | -18 | 0 | -2.9 | 0.3 | 0 | -1 | -0.1 | 0
Cc1ccnc(NC(=O)c2ccc(S(=O)(=O)N3CCCC3)cc2)c1 | 3 | 0.3 | -12 | -3 | 1.1 | -1.3 | -5 | 10 | 6.2 | 2
C=CCn1cc(C(=O)N2CCN(CC)CC2)c(=O)c2cc(S(=O)(=O)N(CC)CC)ccc21 | 47 | 0.3 | -10 | 2 | -0.2 | -7.6 | 0 | 2 | 3.6 | 11

Screening results deposited in PubChem BioAssay by several laboratories.
